High-throughput results: PubChem BioAssay, several laboratories
procasp3 activ – activators of human procaspase-3; P42574; recombinant procaspase-3 D3A, Ac-DEVD-pNA absorbance 405 nm; activation, % at 8.5 µM; actives 0.11% (n = 330,000); AID 463141;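 active = activation above the mean of all tested compounds plus 3 SD, cut at about 21% in these data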;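 also: 0% = DMSO alone and 100% = DMSO wells spiked with extra 5 µM PC-3 D3A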
Target sequence (P42574 whole entry D9A/D28A/D175A): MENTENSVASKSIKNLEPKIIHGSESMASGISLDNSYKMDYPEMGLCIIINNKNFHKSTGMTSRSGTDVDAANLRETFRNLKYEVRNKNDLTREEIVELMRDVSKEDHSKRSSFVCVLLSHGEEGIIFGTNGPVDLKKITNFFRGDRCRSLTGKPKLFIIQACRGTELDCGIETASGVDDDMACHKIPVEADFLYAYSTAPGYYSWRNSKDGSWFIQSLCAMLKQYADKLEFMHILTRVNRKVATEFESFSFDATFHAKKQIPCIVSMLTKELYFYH
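Test system: Procaspase-3 D3A mutant, all three cleavage aspartates alanine | Dosing: Single dose, 8.5 µM nominal compound, 0.8% DMSO | Schedule: 1 h preincubation, 2 h reaction | Technique: 405 nm absorbance of p-nitroaniline, reads at 0 and 120 min | Repeats: One well per compound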
LAP4 TOR yeast – modulators of TOR pathway LAP4-GFP in S. cerevisiae; AID 2023; GFP response vs DMSO, % at 10 µM; actives 0.34% (n = 320,000); S. cerevisiae LAP4-GFP multiplex, flow cytometry GFP, 3 h; median GFP as percent of DMSO wells;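 active = GFP response vs DMSO above a set limit, about the screen mean plus 3 SD, cut at about 150% in these data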
AHR activator – activates the human aryl hydrocarbon receptor | P35869 | AHR-responsive luciferase reporter cells, luminescence | activation, % at 5 µM | actives 2.5% (n = 320,000); in the data active = activation above about 47%;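 also: 0% = vehicle wells and 100% = reference agonist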
MEP2-GFP yeast – modulators of TOR pathway MEP2-GFP in S. cerevisiae | S. cerevisiae MEP2-GFP strain, flow cytometry GFP, 3 h; 100% = DMSO control level | GFP response vs DMSO, % at 10 µM | actives 0.51% (n = 330,000);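 active = GFP response versus DMSO above a set limit, roughly screen mean plus 3 SD, cut at about 180% in these data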;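 also: median GFP fluorescence of the barcode-gated MEP2-GFP cells per well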
procasp7 counter – counter-screen: procaspase-7 (human) activation. P55210. recombinant procaspase-7, Ac-DEVD-pNA absorbance 405 nm; D23A/D198A/D206A triple mutant, cannot self-cleave; scale: DMSO 0, 5 µM enzyme 100. activation, % at 8.5 µM. actives 0.093% (n = 330,000). AID 463210;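 active = percent activation above the screen-wide mean plus 3 SD, cut at about 25% in these data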
Target sequence (P55210 whole entry D23A/D198A/D206A): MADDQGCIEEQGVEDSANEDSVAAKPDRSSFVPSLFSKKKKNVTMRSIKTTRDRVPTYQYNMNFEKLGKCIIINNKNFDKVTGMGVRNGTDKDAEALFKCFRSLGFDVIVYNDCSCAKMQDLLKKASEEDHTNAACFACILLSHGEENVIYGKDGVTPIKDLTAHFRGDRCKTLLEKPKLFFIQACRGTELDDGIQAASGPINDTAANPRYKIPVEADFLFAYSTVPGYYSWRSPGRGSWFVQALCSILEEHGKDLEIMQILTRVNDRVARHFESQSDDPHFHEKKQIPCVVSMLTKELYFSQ
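Replicates: singlicate. Assay system: Procaspase-7 triple mutant (PC-7 D3A). Signal: 405 nm absorbance of p-nitroaniline. Times: 1 h preincubation, 2 h reaction. Buffer or medium: Zinc-free HEPES pH 7.4 with 300 mM NaCl, 0.01% Triton X-100. Also added: DEVD-pNA substrate. Benchmarks: DMSO wells as 0%, DMSO with 5 µM added PC-7 as 100%.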
RPL19A-GFP yeast – yeast TOR pathway RPL19A-GFP modulation | S. cerevisiae RPL19A-GFP strain, flow cytometry, 3 h; hits give low values | percent response vs DMSO, % at 10 µM | actives 0.3% (n = 330,000) | AID 2025;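 active = percent response vs DMSO below 50%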;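 also: median channel GFP fluorescence of the barcoded RPL19A-GFP strain; ratio of sample median GFP to plate DMSO average so 100% = DMSO; lower means less RPL19A-GFP as with rapamycin TOR inhibition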
CIT2 TOR yeast – alters CIT2-GFP fluorescence in TOR pathway yeast screen; S. cerevisiae CIT2-GFP strain, flow cytometry, 3 h; 100 means same as DMSO wells; GFP response vs DMSO, % at 10 µM; actives 0.065% (n = 320,000); AID 2029;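 active = GFP response relative to DMSO above a set limit, near the screen mean plus 3 SD, cut at about 150% in these data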;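 also: ratio of well median GFP fluorescence to mean of DMSO wells on the plate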
AGP1 TOR yeast – alters AGP1-GFP fluorescence in TOR pathway yeast screen. GFP response vs DMSO, % at 10 µM. actives 0.02% (n = 320,000). S. cerevisiae AGP1-GFP multiplex flow cytometry, 3 h; GFP as percent of DMSO wells;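 active = GFP response relative to DMSO above a set limit, near screen average plus 3 SD, cut at about 150% in these data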;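 also: median GFP channel fluorescence of the gated AGP1 strain per well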
Active calls of the source: *; nt = no result given. No enrichment for hits; any-hit rate near 3.5%.

mol | procasp3 activ | LAP4 TOR yeast | AHR activator | MEP2-GFP yeast | procasp7 counter | RPL19A-GFP yeast | CIT2 TOR yeast | AGP1 TOR yeast
O=[N+]([O-])c1ccc(Nc2nc(N/N=C\c3ccc4c(c3)OCO4)nc(N3CCCCC3)n2)cc1 | -0.5 | 125.7 | 70.5* | 94.9 | 0.1 | 95.0 | 75.9 | 98.7
CCOC(=O)c1[nH]c(C)c(C(=O)N2CCN(c3ccccc3OC)CC2)c1C | 4.7 | 88.3 | 0.2 | 95.1 | 2.0 | 97.5 | 92.9 | 95.5
CN(C)S(=O)(=O)c1ccc(C(=O)OCC(=O)Nc2sc3c(c2C#N)CCCCC3)cc1 | 2.9 | 105.9 | 6.1 | 107.8 | -4.8 | 98.3 | 91.7 | 97.5
Cc1cc(C(C)(C)C)cc(C)c1COC(=O)C1CCC(=O)N1 (stereo unspecified) | 3.0 | 106.8 | 3.2 | 107.3 | -2.5 | 102.2 | 104.8 | 105.1
CN(C(=O)CSc1nnc(CN2CCCC2)n1Cc1ccccc1)c1ccccc1 | -0.1 | 101.3 | -0.7 | 98.0 | 2.0 | 103.4 | 107.7 | 104.8
CC(C(=O)NC1CCCCC1)N(Cc1ccc(F)cc1)C(=O)c1snc(C(N)=O)c1N (stereo unspecified) | -1.4 | 93.3 | 3.6 | 107.2 | 0.0 | 105.5 | 106.7 | 102.5
O=C(NC(Cc1ccc(O)cc1)C(=O)O)c1ccco1 (stereo unspecified) | 6.6 | 105.9 | 0.1 | 97.1 | 6.5 | 98.1 | 91.2 | 98.6
CCCOc1ccc(-c2nc(OCC)c3ccccc3n2)cc1 | 6.5 | 92.9 | 13.4 | 94.2 | 6.1 | 107.7 | 67.5 | 75.1
Cc1ccc(CNC(=O)COC(=O)c2cnccn2)cc1 | -4.4 | 105.7 | -0.1 | 106.6 | 9.5 | 100.3 | 96.8 | 109.6
CCn1c(SCc2nc3ccccc3s2)nnc1-c1cccs1 | -1.5 | 101.6 | 17.0 | 96.3 | -11.0 | nt | 93.2 | 98.8
O=C(NC1CCS(=O)(=O)C1)c1cccc(S(=O)(=O)N2CCCCC2)c1 (stereo unspecified) | 1.9 | 91.4 | 3.3 | 92.6 | 4.2 | 94.8 | 89.7 | 97.1
O=C(CSc1nnc(-c2ccccc2)n1-c1ccc(Cl)cc1)N/N=C/c1ccccc1C(=O)O | 4.3 | 101.8 | 1.0 | 104.9 | -0.3 | 108.3 | 103.3 | 101.9
Cc1ccc(C(=O)C2=C(O)C(=O)N(Cc3cccnc3)C2c2ccc(Cl)c(Cl)c2)o1 (stereo unspecified) | -9.2 | 86.1 | 0.2 | 91.1 | -38.3 | 104.3 | 102.5 | 102.1
Cc1cc(C)c2c(CC(=O)Nc3nccs3)coc2c1 | -3.7 | 89.1 | 32.8 | 112.6 | 2.9 | 92.5 | 94.0 | 95.8
O=C(CN(C1CCCCC1)S(=O)(=O)c1ccc(F)cc1)NCc1ccncc1 | -6.6 | 97.0 | 4.6 | 101.3 | 6.2 | 94.4 | 105.7 | 103.5
N#Cc1cccc(CSc2nnc(CCCO)n2-c2ccccc2)c1 | 0.9 | 104.0 | -4.1 | 102.9 | 1.4 | 101.7 | 100.2 | 105.8
CC(C)(C)c1ccc(CS(=O)(=O)CC(O)CN2CCCC2=O)cc1 (stereo unspecified) | 8.8 | 92.2 | 4.0 | 106.2 | 2.0 | 104.4 | 99.1 | 99.3
COC(=O)c1cn(C(=O)c2ccc(OC)c(OC)c2)c2ccccc12 | 0.3 | 102.6 | 1.0 | 113.4 | 5.1 | 106.5 | 106.1 | 101.6
N#Cc1ccc(NC(=O)COC(=O)CCc2nc3ccccc3c(=O)[nH]2)cc1 | 4.0 | 93.2 | -0.6 | 103.8 | 9.1 | 107.5 | 102.9 | 104.7
CCOC(=O)CNC(=O)CNC(=O)c1ccc(OC)cc1 | 1.2 | 112.0 | -0.6 | 110.0 | 8.3 | 104.8 | 118.5 | 108.0
Cc1cc(Nc2ccc(N3CCC(C)CC3)cc2)n2ncnc2n1 | 8.8 | 102.0 | -0.5 | 107.4 | -3.8 | 102.2 | 91.8 | 102.0
C=CCNC(=S)Nc1ccc(C)cc1[N+](=O)[O-] | -8.4 | 94.5 | 7.9 | 90.3 | 5.9 | 94.7 | 96.7 | 97.6
COc1ccc(CNC(=O)C2CC(c3ccc(OC)cc3)=NO2)cc1 (stereo unspecified) | 1.3 | 104.8 | 0.7 | 97.9 | -4.1 | 101.7 | 92.5 | 107.6
C=CCn1c(-c2ccccc2)c[nH]c1=S | -17.4 | 116.0 | -2.0 | 101.3 | -14.3 | 100.8 | 95.9 | 107.2
COc1ccccc1C(=O)NCC(=O)n1nc(C)cc1C | 14.8 | 104.1 | 2.2 | 99.0 | -4.2 | 102.1 | 91.7 | 95.0
O=C(CSc1ccccc1F)NNC(=O)c1cncc(Br)c1 | -1.4 | 96.3 | 3.2 | 101.4 | 10.0 | 100.9 | 108.6 | 104.8
N#Cc1nc(-c2cccs2)oc1NCC1CCCO1 (stereo unspecified) | 4.9 | 111.6 | 1.9 | 109.9 | 18.6 | 103.5 | 105.1 | 98.2
CC(=O)N1CCc2cc(Br)cc(S(=O)(=O)N3CCN(c4ccccn4)CC3)c21 | 0.2 | 96.7 | 1.8 | 104.2 | 3.9 | 98.6 | 100.6 | 103.7
Cc1cc(C(=O)NC2CCC(C)CC2)c(C)o1 (stereo unspecified) | -5.9 | 98.4 | 12.1 | 98.5 | 5.7 | 99.2 | 94.0 | 97.8
Cc1ccc2[nH]c(=O)c(CN(CCCO)S(=O)(=O)c3cccc4nsnc34)cc2c1 | -1.7 | 95.1 | 15.4 | 109.1 | 1.3 | 97.8 | 97.5 | 101.5
Cc1cc(/C=N/n2c(COc3ccccc3C)nc3ccccc3c2=O)c(O)c([N+](=O)[O-])c1 | 5.0 | 101.6 | 13.1 | 94.6 | 4.7 | 102.9 | 94.2 | 97.8
CN(CC(=O)Nc1ccccc1F)CC(=O)Nc1ccc(F)c(F)c1F | 1.2 | 92.4 | 2.2 | 108.5 | -7.3 | 106.6 | 97.5 | 99.0
COC(=O)c1ccc(NS(=O)(=O)c2ccc(-c3cc(C)no3)s2)cc1 | 5.3 | 87.5 | 0.5 | 100.8 | 11.1 | 95.7 | 102.1 | 94.5
Oc1cccc2ccc(/C=C/c3ccccc3Cl)nc12 | 10.3 | 110.3 | 15.5 | 108.2 | 6.1 | 102.2 | 103.8 | 100.4
COC(=O)C(C)Oc1ccc(Cl)c(CN2OCC(C)(C)C2=O)c1 (stereo unspecified) | 0.8 | 93.4 | 0.9 | 90.3 | 8.2 | 96.3 | 83.3 | 87.2
Cc1[nH]c2ccccc2c1C(=O)COC(=O)C1CC(O)CN1S(=O)(=O)c1ccc(Cl)cc1 (stereo unspecified) | -3.8 | 102.7 | 11.0 | 97.7 | 3.1 | 94.9 | 92.7 | 97.6
Cc1ccc(O)c(Nc2ncnc3ccccc23)c1 | -5.9 | 104.2 | 45.1 | 97.4 | -0.5 | 97.3 | 97.0 | 102.6
Cc1ccc(NC(=O)N2CCSc3ccccc32)cc1 | 2.8 | 96.8 | -3.1 | 90.0 | 8.9 | 102.4 | 92.6 | 98.2
O=C(Cc1ccc(Cl)cc1)Nc1cc(Cl)ccn1 | -12.7 | nt | -1.3 | 107.4 | 7.3 | 102.3 | nt | nt
CC1(C)CC(=O)C=C(c2cccc(CO)c2)C1 | 4.1 | 103.6 | -4.0 | 105.1 | 12.2 | 101.5 | 98.9 | 100.5

A different layout for some results above:
Results follow in this order: procasp3 activ	LAP4 TOR yeast	AHR activator	MEP2-GFP yeast	procasp7 counter	RPL19A-GFP yeast	CIT2 TOR yeast	AGP1 TOR yeast
O=C(Cc1ccc(Cl)cc1)Nc1cc(Cl)ccn1
    -12.7	nt	-1.3	107.4	7.3	102.3	nt	nt
COC(=O)c1ccc(NS(=O)(=O)c2ccc(-c3cc(C)no3)s2)cc1
    5.3	87.5	0.5	100.8	11.1	95.7	102.1	94.5

More results follow:
mol | procasp3 activ | LAP4 TOR yeast | AHR activator | MEP2-GFP yeast | procasp7 counter | RPL19A-GFP yeast | CIT2 TOR yeast | AGP1 TOR yeast
COc1ccc(CSC2=NCCN2)cc1Br | 4.2 | 97.0 | 2.9 | 111.8 | -7.3 | 100.9 | 102.7 | 103.2
O=C(c1ccc(S(=O)(=O)NCc2ccco2)cc1)N1CCN(Cc2ccc3c(c2)OCO3)CC1 | 0.7 | 100.4 | -0.2 | 103.8 | 3.7 | 84.1 | 103.3 | 93.3
COc1cc2c(cc1OC)CN(CC(=O)Nc1ccc(F)cc1)CC2 | 0.0 | 101.5 | 3.0 | 103.4 | 6.1 | 95.8 | 87.0 | 93.5
CC(NC(=O)c1nn(C)c(=O)c2ccccc12)c1ccc(F)cc1 (stereo unspecified) | -1.4 | 88.4 | 1.4 | 94.7 | 0.1 | 94.2 | 89.9 | 92.3
COc1ccc(Cl)cc1NC(=O)CN(C)C(=O)c1cc2ccccc2cc1OC | 5.3 | 103.2 | 19.4 | 105.0 | -4.8 | 100.4 | 93.4 | 97.5
CCOC(=O)CSc1nnc(-c2ccc(S(=O)(=O)N3CCOCC3)cc2)n1-c1ccccc1 | 7.8 | 88.0 | 1.3 | 99.5 | 8.1 | 97.0 | nt | 104.7
Cc1nn(C(=O)c2cccs2)c(C)c1CN1C(=O)c2ccccc2C1=O | 1.7 | 98.7 | -0.3 | 106.0 | 3.3 | 99.6 | 94.5 | 103.9
C=CCCN(Cc1ccccc1)S(=O)(=O)c1ccccc1Br | 1.7 | 92.0 | -3.5 | 84.0 | 9.1 | 91.4 | 76.2 | 73.3
COc1ccc(C2/C(=C(/O)c3ccccc3)C(=O)C(=O)N2CCCN2CCOCC2)cc1 (stereo unspecified) | 0.3 | 84.3 | 0.0 | 102.7 | 0.2 | 103.1 | 97.4 | 95.0
COc1ccc(CSc2nnnn2C)cc1[N+](=O)[O-] | 6.5 | 103.9 | -2.3 | 101.9 | 4.2 | 100.2 | 98.5 | 101.4
Cc1cccc(-c2cnn(-c3ccccc3)c2N)c1 | -3.0 | 107.2 | 0.7 | 99.2 | 2.4 | 98.3 | 94.7 | 89.5
CCOC(=O)c1[nH]c2ccc(OCC)cc2c1NC(=O)CN1CCCC(C)C1 (stereo unspecified) | 3.7 | 90.6 | 38.9 | 89.0 | -8.5 | 97.4 | 81.3 | 91.2
O=C(CSc1nnnn1C1CCCC1)NCc1ccc2c(c1)OCO2 | 5.3 | 93.9 | -4.0 | 100.2 | 4.2 | 92.8 | 97.5 | 93.9
Cc1ccc(NC(=O)CNCC(c2ccccc2)N(C)C)cc1F (stereo unspecified) | -10.3 | 99.7 | 5.2 | 109.0 | -6.2 | 107.9 | 103.0 | 98.9
CCN(CC1COc2ccccc2O1)C(=S)NC1CC2CCC1C2 (stereo unspecified) | 2.5 | 100.3 | 2.4 | 98.2 | -0.4 | 101.6 | 99.7 | 98.7
